Bioassay records from PubChem BioAssay.
GDH-TPI counter: GDH-TPI coupling enzyme inhibitors, primary screen, artefact control for M. tuberculosis FBA inhibitor project, biochemical, absorbance, full deck; inhibition, % at 4.8 µM; 1.2% of 360,000 active; GDH-TPI coupled enzyme counterscreen, NADH absorbance; in the data active = inhibition above about 30%;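 note: 0% = DMSO wells and 100% = wells lacking the enzyme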
Mtb FBA inh: Mtb FBA enzyme inhibitors, primary screen, biochemical, fluorescence, strain H37Rv; purified M. tuberculosis FBA, fluorescence read-out; inhibition, % at 1 µM; 2.3% of 360,000 active; in the data active = inhibition above about 27%;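 note: 0% = vehicle and 100% = reference inhibitor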
UGM FP inh: M. tuberculosis UGM enzyme inhibitors, primary screen, biochemical, fluorescence polarization, single point | inhibition, % at 10 µM | purified UGM, fluorescence polarization probe displacement | UDP-galactopyranose mutase (Mycobacterium tuberculosis (strain ATCC 25618 / H37Rv)), … | AID 504406, 2011 | 0.06% of 320,000 active; in the data active = inhibition above about 10%, passing the limit was not always enough
Target sequence (P9WIQ1 whole entry, looked up): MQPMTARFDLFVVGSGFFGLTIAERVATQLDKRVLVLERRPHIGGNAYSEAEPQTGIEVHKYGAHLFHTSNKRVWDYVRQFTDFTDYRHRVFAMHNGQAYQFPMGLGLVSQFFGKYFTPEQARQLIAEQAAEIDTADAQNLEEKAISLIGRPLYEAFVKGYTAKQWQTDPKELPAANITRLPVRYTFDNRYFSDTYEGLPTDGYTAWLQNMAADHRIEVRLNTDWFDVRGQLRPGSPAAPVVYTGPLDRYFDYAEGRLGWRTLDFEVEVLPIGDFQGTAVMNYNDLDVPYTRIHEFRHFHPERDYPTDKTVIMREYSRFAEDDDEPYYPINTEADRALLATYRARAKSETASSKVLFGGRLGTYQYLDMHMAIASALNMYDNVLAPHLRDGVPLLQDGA
BH1578 lux ind: inducers of Vibrio cholerae quorum light production without autoinducers, primary screen, BH1578 luxS cqsA deficient, single point; 0.16% of 350,000 active; activation, % at 18.7 µM; V. cholerae BH1578 lux reporter, luminescence, 6 h; in the data active = activation mostly above about 9.7%, no sharp cut-off; note: not every result past the cut was called active; inactives centre near 0; reference of the scale not given here
MazF activator: activators of E. coli MazEF toxin-antitoxin RNase, primary screen, biochemical, fluorescence, uHTS | activation, % at 20 µM | FAM/BHQ RNA-DNA oligo cleavage fluorescence, 5 h | 0.32% of 350,000 active; in the data active = activation above about 50%
Target sequence (P0AE70 whole entry, looked up): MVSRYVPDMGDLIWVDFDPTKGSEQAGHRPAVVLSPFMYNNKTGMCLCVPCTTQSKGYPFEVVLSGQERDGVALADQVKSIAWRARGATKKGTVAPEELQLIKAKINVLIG
Rv3671c protease: Rv3671c serine protease inhibitors, primary screen, biochemical, fluorescence polarization, M. tuberculosis H37Rv; inhibition, % at 5.96 µM; 0.048% of 320,000 active; in the data active = inhibition above about 38%;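 note: extracellular domain of Rv3671c used as enzyme; 0% = enzyme with DMSO and 100% = no enzyme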
Target sequence (P9WHR9 whole entry, looked up, the tested form may be a part): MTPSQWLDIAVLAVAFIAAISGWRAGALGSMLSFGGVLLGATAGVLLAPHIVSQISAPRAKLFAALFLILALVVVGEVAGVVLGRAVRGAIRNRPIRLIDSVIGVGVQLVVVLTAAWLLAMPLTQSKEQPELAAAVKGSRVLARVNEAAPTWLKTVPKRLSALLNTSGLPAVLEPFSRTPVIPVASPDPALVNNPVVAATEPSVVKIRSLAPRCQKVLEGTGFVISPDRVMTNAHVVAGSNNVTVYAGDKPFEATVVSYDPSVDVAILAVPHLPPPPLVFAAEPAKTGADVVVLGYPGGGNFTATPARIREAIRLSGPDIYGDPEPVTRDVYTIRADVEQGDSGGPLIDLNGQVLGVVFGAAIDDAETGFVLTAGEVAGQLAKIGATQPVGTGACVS
SARS 3CLpro inh: SARS-CoV 3CLpro protease inhibitors, primary screen, biochemical, quenched FRET | Replicase polyprotein 1ab (Severe acute respiratory syndrome coronavirus), P0C6X7 | recombinant SARS-CoV 3CLpro, quenched FRET peptide cleavage | inhibition, % at 6 µM | 0.14% of 290,000 active | AID 1706, 2009; in the data active = inhibition above about 12%
SSB-PriA inh: inhibitors of Klebsiella pneumoniae PriA binding to SSB C-terminal tail, primary screen, biochemical, AlphaScreen; PriA–SSB C-terminal tail interaction (Klebsiella pneumoniae); AlphaScreen SSBct-PriA binding, biotinylated peptide; inhibition, % at 33 µM; 0.6% of 430,000 active; AID 1272365, 2023; in the data active = inhibition mostly above about 37%, no sharp cut-off; inactive = mostly below about 20%;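 note: plate controls were negative control peptide for no effect and reference peptide for full effect; strong numbers were not always called active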
DUSP3 inh: VHR1 phosphatase inhibitors, primary screen, biochemical, absorbance, uHTS; Dual specificity protein phosphatase 3 (Homo sapiens), P51452; recombinant VHR phosphatase, pNPP absorbance; inhibition, % at 13.3 µM; 0.52% of 290,000 active; in the data active = inhibition above about 50%; note: some compounds called inactive have numbers as strong as hits
Mtb BioA inh: M. tuberculosis BioA enzyme inhibitors, primary screen, biochemical, plate reader, single point, HTS; purified M. tuberculosis BioA enzyme; inhibition, % at 9.99 µM; 0.096% of 360,000 active; AID 602481, 2012; in the data active = inhibition above about 40%
Active calls of the source: *; i = inactive; . = not tested or not shown. The list is partial (hit frequency here may not be typical).

SMILES	GDH-TPI counter	Mtb FBA inh	UGM FP inh	BH1578 lux ind	MazF activator	Rv3671c protease	SARS 3CLpro inh	SSB-PriA inh	DUSP3 inh	Mtb BioA inh
CCOc1ccccc1NC(=O)C(c1ccccc1)N1CCN(C(=O)c2ccco2)CC1 (centres undefined)	6	0	-1.5	i	-10	-1	.	11	.	0.6
COc1cc(NS(=O)(=O)c2ccc(NC(=O)COc3ccccc3C)cc2)nc(OC)n1	2	0	-0.9	-3.9	-11	-1	2	-5	28	-0.1
Cc1cccc(C(=O)NCCNC(=O)c2ccco2)c1	7	6	-2.5	-0.3	-24	3	-3	-20	28	-0.7
NS(=O)(=O)c1ccc(CCNC(=S)Nc2ccc(S(N)(=O)=O)cc2)cc1	-4	2	0.0	1.1	7	5	-2	-23	3	.
Cc1nc2cc(-c3cccc(F)c3)nn2c(N2CCN(C(=O)c3ccco3)CC2)c1C	3	3	1.6	.	-3	-3	1	-10	12	-1.5
CSc1ccc(CN2C(=O)NC3(CCCCCCC3)C2=O)cc1	-3	0	-0.1	-0.3	-3	0	5	-15	-19	.
COc1ccc(Br)cc1/C=N/NC(=O)CNC(=O)C1COc2ccccc2O1 (centres undefined)	15	6	1.1	i	4	-17	1	.	4	-0.1
CCOC(=O)c1ccc(Cn2cnc3ccccc3c2=O)cc1	-2	-5	0.2	i	1	1	-5	-2	3	-0.7
Cc1ccc(Nc2nc(C)cs2)cc1	0	-3	0.5	0.0	10	-5	-1	-9	-14	0.0
CC1(C)CC(=O)C2=C(C1)Nc1[nH]n(-c3ccccc3)c(=O)c1C2c1ccc2c(c1)OCO2 (centres undefined)	24	-1	.	-0.3	3	.	-6	-1	7	-1.5
O=C(CN1C(=O)/C(=C\c2ccc(C(F)(F)F)cc2)Sc2ccccc21)NCc1ccco1	17	1	1.5	-0.6	-11	-9	4	2	7	.
CO/N=C/NC(=O)c1c(OC)ccnc1Oc1ccc(F)cc1	8	1	0.5	-1.5	4	-5	8	i	21	-1.0
CC(C)Oc1cccc(C(=O)C2CCCN(Cc3cnc(N4CCOCC4)s3)C2)c1 (centres undefined)	0	-2	-1.2	-0.5	-13	-2	2	11	23	.
CCNC(=O)C1CCCN(C(=O)c2ccc(C)c(F)c2)CC1 (centres undefined)	4	3	.	i	.	.	.	.	.	0.6
O=C(O)c1cccc(N/N=C/c2sc(N3CCOCC3)nc2-c2ccccc2)c1	18	9	.	-0.5	-9	7	2	.	1	0.8
O=C(Nc1ccccc1)c1ccc(Br)c(S(=O)(=O)Nc2ccccn2)c1	-1	0	1.2	i	2	-4	-3	-1	34	0.5
COc1ccc(C)cc1NS(=O)(=O)c1ccc2c(c1)oc(=O)n2C	1	1	5.3	3.8	0	-7	-9	3	12	-0.1
CN1CCN(C(=O)c2ccc3c(c2)N(Cc2ccccc2F)C(=O)c2ccccc2S3=O)CC1 (centres undefined)	3	-1	0.1	-0.2	5	8	-4	-15	37	-0.5
Cc1nc2ccccc2n1CC(=O)c1ccc(O)c(O)c1	26	2	-0.7	-0.3	9	4	.	-2	.	-1.2
CSCCC(=O)N1CCCC(N2CCN(c3cccc(C(F)(F)F)c3)CC2)C1 (centres undefined)	3	1	-0.5	i	-1	0	1	-6	24	3.8

Rewritten bar-delimited: 3 of the compounds above.
Structure | GDH-TPI counter | Mtb FBA inh | UGM FP inh | BH1578 lux ind | MazF activator | Rv3671c protease | SARS 3CLpro inh | SSB-PriA inh | DUSP3 inh | Mtb BioA inh
O=C(Nc1ccccc1)c1ccc(Br)c(S(=O)(=O)Nc2ccccn2)c1 | -1 | 0 | 1.2 | i | 2 | -4 | -3 | -1 | 34 | 0.5
COc1ccc(C)cc1NS(=O)(=O)c1ccc2c(c1)oc(=O)n2C | 1 | 1 | 5.3 | 3.8 | 0 | -7 | -9 | 3 | 12 | -0.1
CN1CCN(C(=O)c2ccc3c(c2)N(Cc2ccccc2F)C(=O)c2ccccc2S3=O)CC1 (centres undefined) | 3 | -1 | 0.1 | -0.2 | 5 | 8 | -4 | -15 | 37 | -0.5

Remaining list, next part:
SMILES	GDH-TPI counter	Mtb FBA inh	UGM FP inh	BH1578 lux ind	MazF activator	Rv3671c protease	SARS 3CLpro inh	SSB-PriA inh	DUSP3 inh	Mtb BioA inh
COCCCNC(=S)NC1CC2CCCC(C1)N2Cc1ccco1 (centres undefined)	2	0	-1.2	i	-2	-5	1	-5	-5	-1.0
Cc1ccc(NC(=O)c2cc(-c3cccs3)on2)cc1	11	2	1.7	2.9	-16	-2	-4	-10	23	.
CCn1c(SCC(=O)c2cccs2)nnc1-c1ccco1	3	-3	0.4	i	4	-10	-3	-4	15	.
O=C(O)/C=C/C(O)c1ccc(Cl)cc1 (centres undefined)	7	2	-0.2	-2.8	1	4	.	-1	.	15
COc1cccc(-n2nc(C(C)=O)c(C#N)c2-c2ccco2)c1	2	3	-3.7	-1.1	3	-1	-2	-5	42	.
COC(=O)C1CC2=C(CC(C)(C)CC2=O)N(c2ccccc2)C1=O (centres undefined)	-1	5	.	i	-1	.	.	-2	.	-1.0
Cc1cnc(NC(=O)CSc2ncn(-c3ccccc3)n2)s1	6	0	1.3	-0.3	2	-3	3	13	18	1.4
O=C(O)C1CCCCC1C(=O)OCCCCOC(=O)C1CCCCC1C(=O)O (centres undefined)	6	-1	3.2	-0.4	5	-5	1	-9	19	.
O=C1CC[C@@]23CCCN2C(=O)CCCC3C1 (some centres undefined)	4	2	.	1.6	-2	.	.	-33	.	-0.6
Cc1ccc(CNC(=O)C(=O)NCCC2CCCCN2S(=O)(=O)c2cccs2)cc1 (centres undefined)	5	4	-1.3	-0.7	2	4	.	0	.	-0.4
COc1ccccc1OCc1ccc(C(=O)N2N=C(C(F)F)CC2(O)C(F)F)o1 (centres undefined)	7	1	-0.4	-1.8	0	-1	-2	2	23	.
COc1cccc(NC(=O)CC(=O)c2ccc([N+](=O)[O-])cc2)c1	9	11	-0.5	-0.8	13	-7	0	-8	.	0.3
O=C1c2ccccc2S(=O)(=O)c2cc(N3CCC(C(=O)N4CCCCC4)CC3)ccc21	.	.	0.3	.	-112	-9	.	15	.	.
CCOC(=O)CC1CCCCN1C(=O)CCCn1nnnc1CN1CCC(C)CC1 (centres undefined)	3	3	-3.5	i	1	1	6	-8	11	-1.4
O=C(NC(=S)Nc1ccc(CN2CCOCC2)cc1)c1cccc([N+](=O)[O-])c1	6	-1	1.3	-0.7	-4	5	-1	27	-1	1.0
CC(C)(C)OCC1CO1 (centres undefined)	-1	0	1.8	-0.3	8	3	.	4	.	-0.8
O=C(Nc1ccc2c(c1)C(=O)N(C1CCCCC1)C2=O)C1CCCO1 (centres undefined)	8	21	-1.0	-5.6	0	-2	-1	12	-16	-1.6
CCc1ccc(C2CC(c3ccco3)=NN2S(C)(=O)=O)cc1 (centres undefined)	-8	-2	-0.1	i	39	-3	1	-8	14	.
COCCN1CCN(Cc2cn(C)nc2-c2cccc(Cl)c2)CC1	3	3	2.8	-0.3	1	-8	3	-18	16	-0.4
Cc1cccc(-c2ccc3ncnc(NCc4cccnc4)c3c2)c1	-5	9	-1.2	-0.6	0	-8	.	7	.	1.0

Some of these compounds in order of SMILES length, lowest first.
SMILES	GDH-TPI counter	Mtb FBA inh	UGM FP inh	BH1578 lux ind	MazF activator	Rv3671c protease	SARS 3CLpro inh	SSB-PriA inh	DUSP3 inh	Mtb BioA inh
Cc1cnc(NC(=O)CSc2ncn(-c3ccccc3)n2)s1	6	0	1.3	-0.3	2	-3	3	13	18	1.4
COc1cccc(NC(=O)CC(=O)c2ccc([N+](=O)[O-])cc2)c1	9	11	-0.5	-0.8	13	-7	0	-8	.	0.3
Cc1ccc(CNC(=O)C(=O)NCCC2CCCCN2S(=O)(=O)c2cccs2)cc1 (centres undefined)	5	4	-1.3	-0.7	2	4	.	0	.	-0.4

2 of the compounds above, with values under each structure.
The line under a structure holds: GDH-TPI counter	Mtb FBA inh	UGM FP inh	BH1578 lux ind	MazF activator	Rv3671c protease	SARS 3CLpro inh	SSB-PriA inh	DUSP3 inh	Mtb BioA inh
- CCc1ccc(C2CC(c3ccco3)=NN2S(C)(=O)=O)cc1 (centres undefined)
    -8	-2	-0.1	i	39	-3	1	-8	14	.
- O=C(NC(=S)Nc1ccc(CN2CCOCC2)cc1)c1cccc([N+](=O)[O-])c1
    6	-1	1.3	-0.7	-4	5	-1	27	-1	1.0

Following part:
SMILES	GDH-TPI counter	Mtb FBA inh	UGM FP inh	BH1578 lux ind	MazF activator	Rv3671c protease	SARS 3CLpro inh	SSB-PriA inh	DUSP3 inh	Mtb BioA inh
Cc1cc(NCCCCCCCNc2cc(C)nc3cc([N+](=O)[O-])ccc23)c2ccc([N+](=O)[O-])cc2n1	18	2	.	-1.0	-8	.	.	-7	.	.
C=CCOc1ccccc1CN1CCC(CO)(CCOc2ccccc2)CC1	8	0	-0.1	-0.5	5	-8	6	1	18	1.5
C/C(=N\Nc1ccc(C(=O)O)cc1)c1nc2ccccc2n1C	.	.	4.2	.	.	-3	4	.	24	.
OC(COc1c(Cl)cc(Cl)cc1Cl)CN1CCCCC1 (centres undefined)	-5	-2	0.7	-1.5	5	-2	1	9	-13	.
COc1cc(-c2cc(C(=O)Nc3cccc(S(=O)(=O)N(C)C)c3)c3ccccc3n2)cc(OC)c1OC	3	-3	-0.2	-0.3	16	-87	-2	-2	42	-0.8
COc1cc(/C=C(/C(=O)O)c2ccc(-c3ccccc3)cc2)cc(OC)c1OC	0	0	0.8	-0.2	-4	-11	11	-3	15	0.8
COC(=O)C(NC(C)=O)(Nc1nc2c(C)cc(C)cc2s1)C(F)(F)F (centres undefined)	-4	-13	1.5	i	-6	2	3	-13	20	-0.7
CC(C)(C)c1ccc(CC(=O)N2CCC2(C)C(=O)NS(=O)(=O)Cc2ccccc2)cc1 (centres undefined)	2	-1	.	i	.	.	.	.	.	-1.2
CCNC(=S)NNC(=O)c1csc2c1CCCC2	3	0	-0.2	-2.6	4	1	-4	-18	32	0.6
CCCC(=Nc1ccccc1OC)C1=C(O)CC(c2ccccc2)CC1=O (centres undefined)	5	2	2.2	-0.2	-15	-5	-4	-17	39	.
CN(C)c1cccc(C(=O)NNC(=S)NC2CCCC2)c1	4	3	0.6	i	3	3	1	0	29	-1.4
c1ccc(SCCCCN2CCOCC2)cc1	8	1	3.8	5.6	5	-2	-1	-9	6	-3.7
N#Cc1ccc(OCC(=O)N2CCN(Cc3ccc4c(c3)OCO4)CC2)cc1	-4	0	0.6	i	-4	-10	2	-14	8	-0.9
Cc1cnc(NC(=O)CN2CCN(c3ccccn3)CC2)s1	14	1	-0.1	-0.4	3	4	-2	-5	-3	2.0
CN(Cc1cccc(F)c1)C(=O)C1CC(=O)N(Cc2ccco2)C1 (centres undefined)	5	1	.	i	-15	.	.	.	.	0.4
CNC(=O)CCC(=O)Nc1ccc(C(=O)OC)cc1	-10	-17	0.2	6.2	1	7	-1	2	3	-0.1
Cc1ccc(N2C(=O)C3CCC(C)(C2=O)C3(C)C)cc1 (centres undefined)	11	2	-1.5	-1.1	2	9	2	-7	5	.
